Mcl-1 Bim block: disrupts Bim peptide binding to human Mcl-1; hit rate 0.1% among 190,000; Q07820; inhibition, % at 10 µM; Bead-based flow cytometry, Bim peptide-Mcl-1 binding;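 further: 0% = no compound tracer wells and 100% = peptide blocker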
Target sequence (Q07820 whole entry, looked up): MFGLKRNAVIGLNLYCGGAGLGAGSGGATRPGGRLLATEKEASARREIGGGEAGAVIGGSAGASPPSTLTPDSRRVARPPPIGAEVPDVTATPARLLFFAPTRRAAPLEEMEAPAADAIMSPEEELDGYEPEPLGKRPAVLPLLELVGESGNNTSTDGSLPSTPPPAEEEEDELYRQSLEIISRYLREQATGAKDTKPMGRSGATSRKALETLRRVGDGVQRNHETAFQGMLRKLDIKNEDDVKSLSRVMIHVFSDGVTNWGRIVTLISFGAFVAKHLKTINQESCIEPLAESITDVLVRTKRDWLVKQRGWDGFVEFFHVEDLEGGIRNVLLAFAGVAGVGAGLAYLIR
RGS8-Gao: modulates binding of RGS8 to human Galphao; multiplexed bead flow cytometry; actives lie on both sides; response (percent of control binding), % at 10 µM; AID 1423; hit rate 0.34% among 220,000; in the data active means response below about 60% or above about 140%; inactive means in between;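 further: Galphao activated as the GDP aluminium fluoride complex binding bead-coupled RGS8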
Bim-Bcl-XL: disrupts Bim peptide binding to human Bcl-XL. inhibition, % at 10 µM. Q07817. hit rate 0.04% among 190,000. AID 1007. bead flow cytometry, fluorescence
Target sequence (Q07817 whole entry, looked up): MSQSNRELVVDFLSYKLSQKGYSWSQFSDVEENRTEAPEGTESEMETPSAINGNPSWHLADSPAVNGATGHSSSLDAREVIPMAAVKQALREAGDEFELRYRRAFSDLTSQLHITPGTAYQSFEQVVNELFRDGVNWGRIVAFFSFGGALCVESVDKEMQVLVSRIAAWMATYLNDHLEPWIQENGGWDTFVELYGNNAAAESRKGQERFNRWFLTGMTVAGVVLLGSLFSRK
Bim-Bfl-1: human Bim-Bfl-1 interaction inhibition; Q16548; Bead-based flow cytometry, Bim-Bfl-1 binding inhibition; inhibition, % at 10 µM; hit rate 0.12% among 190,000; AID 1008;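 further: 0% = wells without compound plus tracer and 100% = blocker peptide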
Mcl1 Noxa PPI: disrupts binding of human Mcl-1 to Noxa peptide. TR-FRET Mcl-1/Noxa peptide binding, 2 h. inhibition, % at 21.7 µM. AID 1022. hit rate 1.5% among 220,000;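 active means compounds that cut the protein-peptide binding signal by more than 50% relative to plate controls in a single-dose test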;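 further: His-tagged Mcl-1 with rhodamine Noxa BH3 peptide and terbium anti-His antibody; 0% = Mcl-1 plus Noxa peptide wells and 100% = peptide-only wells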
Bcl-2 Bim block: human Bim-Bcl-2 interaction inhibition; P10415; Bead-based flow cytometry, Bim peptide-Bcl-2 binding; inhibition, % at 10 µM; hit rate 0.06% among 190,000; in the data active means inhibition above about 40%; inconclusive means no clear call, values can overlap the other calls;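 further: 0% = no compound wells with probe peptide and 100% = reference peptide inhibitor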
Target sequence (P10415 whole entry, looked up): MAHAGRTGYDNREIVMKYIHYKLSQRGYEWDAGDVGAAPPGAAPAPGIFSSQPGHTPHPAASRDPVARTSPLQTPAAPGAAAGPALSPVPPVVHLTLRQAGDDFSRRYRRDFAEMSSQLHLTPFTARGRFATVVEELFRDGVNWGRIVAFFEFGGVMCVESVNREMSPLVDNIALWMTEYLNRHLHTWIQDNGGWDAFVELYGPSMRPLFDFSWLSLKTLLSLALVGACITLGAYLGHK
Bim-Bcl-B: inhibitors of Bim-Bcl-B interaction, human. bead-based flow cytometry, Bim peptide-Bcl-B binding. Q9HD36. hit rate 0.073% among 190,000. inhibition, % at 10 µM;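 further: 0% = tracer peptide without compound and 100% = reference inhibitor peptide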
Bcl-W Bim block: disrupts Bim peptide binding to human Bcl-W; Q92843; inhibition, % at 10 µM; bead-based flow cytometry; AID 952; hit rate 0.02% among 190,000;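 further: 0% = bound tracer without compound and 100% = peptide blocker; higher means less fluorescent Bim peptide bound to Bcl-W beads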
Target sequence (Q92843 whole entry, looked up): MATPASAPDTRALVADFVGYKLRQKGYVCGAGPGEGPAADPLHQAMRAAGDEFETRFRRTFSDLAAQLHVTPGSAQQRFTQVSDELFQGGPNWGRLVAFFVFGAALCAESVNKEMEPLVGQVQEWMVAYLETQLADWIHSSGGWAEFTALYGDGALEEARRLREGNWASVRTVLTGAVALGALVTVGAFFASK
RGS7-Gao: regulators of human RGS7-Galphao interaction | P09471 | Multiplexed bead flow cytometry, RGS7-Galphao binding; actives lie on both sides | binding response (% of control), % at 10 µM | hit rate 0.35% among 220,000; in the data active means binding response below about 49% or above about 150%; inconclusive means no clear call, values can overlap the other calls; inactive means in between;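 further: fluorescent Galphao held in activated GDP-AlF4 state binding bead-coupled RGS7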
RGS4-Gao reg: human RGS4-Galphao interaction regulation. AID 1415. binding response (% of control), % at 10 µM. Multiplexed bead flow cytometry, RGS4-Galphao binding; actives lie on both sides. hit rate 0.33% among 220,000; in the data active means binding response below about 49% or above about 150%; inactive means in between;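 further: fluorescent Galphao activated with aluminum fluoride binding bead-coupled RGS4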
Mcl1 Bid PPI: disrupts binding of human Mcl-1 to Bid peptide; Q07820; TR-FRET Mcl-1/Bid-Dy647 peptide binding, 1536-well; inhibition, % at 21.7 µM; hit rate 0.97% among 220,000; AID 1021;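 active means compounds that cut the binding signal by more than half at the single screening dose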;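 further: His-tagged Mcl-1 with europium anti-His antibody binding Bid BH3 peptide; 0% = Mcl-1 plus peptide wells and 100% = peptide-only wells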
Starred values were filed as active, the others as inactive; & = joins results of further samples. Unless noted, no stated cut-off is given here; in the data, active means inhibition above about 40%.

For O=C(OCc1ccccc1Cl)c1cccnc1Cl the results were Mcl-1 Bim block -1, RGS8-Gao 103, Bim-Bcl-XL -5, Bim-Bfl-1 -12, Mcl1 Noxa PPI 0, Bcl-2 Bim block -2, Bim-Bcl-B -4, Bcl-W Bim block 0, RGS7-Gao 100, RGS4-Gao reg 101 and Mcl1 Bid PPI 0.
For COc1cccc(NC(=O)Cn2c(CCC(=O)O)ccc2-c2cccs2)c1 the results were Mcl-1 Bim block 2, RGS8-Gao 103, Bim-Bcl-XL 0, Bim-Bfl-1 -4, Mcl1 Noxa PPI 11, Bcl-2 Bim block -5, Bim-Bcl-B -2, Bcl-W Bim block -1, RGS7-Gao 105, RGS4-Gao reg 104 and Mcl1 Bid PPI -18.
For Cn1nc(N)c2c(-c3ccc(Cl)cc3)c(C#N)c(N)nc21 the results were Mcl-1 Bim block 1, RGS8-Gao 102, Bim-Bcl-XL -2, Bim-Bfl-1 -16, Mcl1 Noxa PPI 13, Bcl-2 Bim block -6, Bim-Bcl-B -1, Bcl-W Bim block -1, RGS7-Gao 101, RGS4-Gao reg 100 and Mcl1 Bid PPI -15.
CC(C)(C)NC(=O)NC(=O)COC(=O)CNC(=O)c1cccc(F)c1 was read as Mcl-1 Bim block -1, RGS8-Gao 102, Bim-Bcl-XL -1, Bim-Bfl-1 3, Mcl1 Noxa PPI 8, Bcl-2 Bim block 1, Bim-Bcl-B 0, Bcl-W Bim block -1, RGS7-Gao 107, RGS4-Gao reg 102 and Mcl1 Bid PPI -9.
For O=C1CC(O)(C(F)F)Oc2ccc3ccccc3c21 (configuration not stated) the results were Mcl-1 Bim block 2, RGS8-Gao 101, Bim-Bcl-XL -1, Bim-Bfl-1 -14, Mcl1 Noxa PPI 17, Bcl-2 Bim block -4, Bim-Bcl-B -7, Bcl-W Bim block 2, RGS7-Gao 98, RGS4-Gao reg 101 and Mcl1 Bid PPI 6.
`COc1ccc(-n2c(=O)c3ccccc3c3ccccc3c2=O)c(OC)c1` gave Mcl-1 Bim block 30, RGS8-Gao 103, Bim-Bcl-XL 10, Bim-Bfl-1 3, Mcl1 Noxa PPI 1, Bcl-2 Bim block 13, Bim-Bcl-B 6, Bcl-W Bim block 6, RGS7-Gao 105, RGS4-Gao reg 100 and Mcl1 Bid PPI 14.
Screening Cc1cccc(NC(=O)CN2CCCN(S(=O)(=O)c3ccc(Br)s3)CC2)c1 returned Mcl-1 Bim block -3, RGS8-Gao 100, Bim-Bcl-XL -3, Bim-Bfl-1 -3, Mcl1 Noxa PPI -15, Bcl-2 Bim block -2, Bim-Bcl-B -5, Bcl-W Bim block -3, RGS7-Gao 96, RGS4-Gao reg 98 and Mcl1 Bid PPI 6.
Screening Cc1ccccc1-n1c(Cn2c(=O)sc3ccccc32)nnc1SC(C)C returned Mcl-1 Bim block -2, RGS8-Gao 99, Bim-Bcl-XL -9, Bim-Bfl-1 -7, Mcl1 Noxa PPI 3, Bcl-2 Bim block -6, Bim-Bcl-B -10, Bcl-W Bim block -8, RGS7-Gao 102, RGS4-Gao reg 100 and Mcl1 Bid PPI 1.
For CCC(=O)N/N=C(\C)CC(=O)Nc1ccc(F)cc1 the results were Mcl-1 Bim block 0, RGS8-Gao 102, Bim-Bcl-XL 0, Bim-Bfl-1 -1, Mcl1 Noxa PPI 4, Bcl-2 Bim block -2, Bim-Bcl-B -3, Bcl-W Bim block -2, RGS7-Gao 102, RGS4-Gao reg 106 and Mcl1 Bid PPI -20.
`CC1CCCCN1S(=O)(=O)c1ccc(NC(=O)CSc2nnnn2C)cc1` (configuration not stated) gave Mcl-1 Bim block 1, RGS8-Gao 103, Bim-Bcl-XL 2, Bim-Bfl-1 -8, Mcl1 Noxa PPI -9, Bcl-2 Bim block -3, Bim-Bcl-B -4, Bcl-W Bim block 6, RGS7-Gao 98, RGS4-Gao reg 101 and Mcl1 Bid PPI -18.
CC(=O)c1ccc(OCC(C)C)c(CC(C(N)=O)C(N)=O)c1 was read as Mcl-1 Bim block 2, RGS8-Gao 100, Bim-Bcl-XL 0, Bim-Bfl-1 0, Mcl1 Noxa PPI -2, Bcl-2 Bim block 1, Bim-Bcl-B 0, Bcl-W Bim block 0, RGS7-Gao 101, RGS4-Gao reg 98 and Mcl1 Bid PPI -29.
For CCOC(=O)N1CCC(Nc2c(Nc3ccc(C)c(C)c3)c(=O)c2=O)CC1 the results were Mcl-1 Bim block 0, RGS8-Gao 100, Bim-Bcl-XL -3, Bim-Bfl-1 -1, Mcl1 Noxa PPI -7, Bcl-2 Bim block 1, Bim-Bcl-B -1, Bcl-W Bim block 0, RGS7-Gao 100, RGS4-Gao reg 96 and Mcl1 Bid PPI -22.
For CCOc1cc(C(=S)N2CCOCC2)ccc1OC the results were Mcl-1 Bim block 0, RGS8-Gao 133, Bim-Bcl-XL 1, Bim-Bfl-1 -3, Mcl1 Noxa PPI -8, Bcl-2 Bim block -1, Bim-Bcl-B 2, Bcl-W Bim block -3, RGS7-Gao 106, RGS4-Gao reg 111 and Mcl1 Bid PPI -64.
For Cn1c(SCc2ccc(F)cc2)nnc1-c1ccccn1 the results were Mcl-1 Bim block -4, RGS8-Gao 102, Bim-Bcl-XL -3, Bim-Bfl-1 -5, Mcl1 Noxa PPI -18, Bcl-2 Bim block -5, Bim-Bcl-B -7, Bcl-W Bim block -3, RGS7-Gao 100, RGS4-Gao reg 101 and Mcl1 Bid PPI -35.
For COC(=O)c1cccc(S(=O)(=O)N(Cc2ccco2)Cc2cc3ccc(OC)cc3[nH]c2=O)c1 the results were Mcl-1 Bim block -2, RGS8-Gao 99, Bim-Bcl-XL -4, Bim-Bfl-1 0, Mcl1 Noxa PPI 8, Bcl-2 Bim block -1, Bim-Bcl-B 0, Bcl-W Bim block -4, RGS7-Gao 107, RGS4-Gao reg 102 and Mcl1 Bid PPI 12.
Cc1nnc(NCc2n[nH]c(=O)c3ccccc23)c2ccccc12 was read as Mcl-1 Bim block 27, RGS8-Gao 122, Bim-Bcl-XL 0, Bim-Bfl-1 5, Mcl1 Noxa PPI 18, Bcl-2 Bim block 0, Bim-Bcl-B 57*, Bcl-W Bim block 4, RGS7-Gao 106, RGS4-Gao reg 106 and Mcl1 Bid PPI -6.
`CCCOC(=O)CC1C(=O)NCCN1Cc1ccc(F)cc1` (configuration not stated) gave Mcl-1 Bim block 1, RGS8-Gao 103, Bim-Bcl-XL -4, Bim-Bfl-1 -13, Mcl1 Noxa PPI -16, Bcl-2 Bim block -10, Bim-Bcl-B -2, Bcl-W Bim block 0, RGS7-Gao 102, RGS4-Gao reg 104 and Mcl1 Bid PPI -33.
For CCS(=O)(=O)NCc1ccc2[nH]c3c(c2c1)CCCC3 the results were Mcl-1 Bim block -3, RGS8-Gao 103, Bim-Bcl-XL -2, Bim-Bfl-1 0, Mcl1 Noxa PPI 3, Bcl-2 Bim block -3, Bim-Bcl-B -1, Bcl-W Bim block -2, RGS7-Gao 99, RGS4-Gao reg 102 and Mcl1 Bid PPI -40.
Screening CC(=O)n1cc(N(C(=O)CCl)c2ccc(Cl)cc2)c2ccccc21 returned RGS8-Gao 100, Mcl1 Noxa PPI -15, RGS7-Gao inconclusive, RGS4-Gao reg 99 and Mcl1 Bid PPI -12.
`O=C(Nc1nc2cc3c(cc2s1)OCCO3)C1=COCCO1` gave RGS8-Gao 105, Mcl1 Noxa PPI -9, RGS7-Gao inconclusive, RGS4-Gao reg 104 and Mcl1 Bid PPI -35.
`CN1CCN(c2ccccc2NC(=O)COc2ccc(Br)cc2)CC1` gave Mcl-1 Bim block 0, RGS8-Gao 107, Bim-Bcl-XL -1, Bim-Bfl-1 -2, Mcl1 Noxa PPI 12, Bcl-2 Bim block -1, Bim-Bcl-B -1, Bcl-W Bim block 1, RGS7-Gao 113, RGS4-Gao reg 110 and Mcl1 Bid PPI 0.
Screening OCC1CCCN(C(=S)Nc2ccc(Oc3ccccc3)cc2)C1 (configuration not stated) returned Mcl-1 Bim block -2, RGS8-Gao 97, Bim-Bcl-XL -3, Bim-Bfl-1 -2, Mcl1 Noxa PPI 7, Bcl-2 Bim block -2, Bim-Bcl-B -11, Bcl-W Bim block -1, RGS7-Gao 93, RGS4-Gao reg 93 and Mcl1 Bid PPI -33.
`COc1ccc(NS(=O)(=O)c2cc(NC(=O)c3cc(F)c(F)c(F)c3F)ccc2N2CCCC2)cc1` gave RGS8-Gao 99, Mcl1 Noxa PPI 8, RGS7-Gao inconclusive, RGS4-Gao reg 96 and Mcl1 Bid PPI -7.
`O=c1cc(CN2CCOCC2)nc(C2CC2)[nH]1` gave Mcl-1 Bim block -2, RGS8-Gao 99, Bim-Bcl-XL -3, Bim-Bfl-1 0, Mcl1 Noxa PPI 10, Bcl-2 Bim block 0, Bim-Bcl-B -5, Bcl-W Bim block -1, RGS7-Gao 100, RGS4-Gao reg 100 and Mcl1 Bid PPI -14.
For Cc1ccc(-c2nc(C)sc2CC(=O)NCc2ccco2)cc1 the results were Mcl-1 Bim block -1, RGS8-Gao 101, Bim-Bcl-XL -10, Bim-Bfl-1 -10, Mcl1 Noxa PPI 33, Bcl-2 Bim block -8, Bim-Bcl-B -9, Bcl-W Bim block 0, RGS7-Gao 99, RGS4-Gao reg 102 and Mcl1 Bid PPI -6.
`O=C(O)CC1S/C(=N/N=C/C=C/c2ccccc2)NC1=O` (configuration not stated) gave Mcl-1 Bim block -4&-4, RGS8-Gao 90&99, Bim-Bcl-XL -10&-8, Bim-Bfl-1 -6&1, Mcl1 Noxa PPI 4&12, Bcl-2 Bim block -5&-2, Bim-Bcl-B -6&-6, Bcl-W Bim block -3&-6, RGS7-Gao 98&101, RGS4-Gao reg 98&102 and Mcl1 Bid PPI 4&-50.
For NC(=O)NC(=O)CSc1cccc(C(F)(F)F)c1 the results were Mcl-1 Bim block 0, RGS8-Gao 101, Bim-Bcl-XL -4, Bim-Bfl-1 -13, Mcl1 Noxa PPI 16, Bcl-2 Bim block -8, Bim-Bcl-B -3, Bcl-W Bim block 1, RGS7-Gao 99, RGS4-Gao reg 99 and Mcl1 Bid PPI 6.
`Cc1nc2ccccc2c(=O)n1/N=C/c1ccccc1` gave Mcl-1 Bim block -3, RGS8-Gao 101, Bim-Bcl-XL -6, Bim-Bfl-1 -1, Mcl1 Noxa PPI 9, Bcl-2 Bim block -10, Bim-Bcl-B -2, Bcl-W Bim block -2, RGS7-Gao 99, RGS4-Gao reg 99 and Mcl1 Bid PPI 11.
For Cc1cc(C)c2c(c1)/C(=N/NS(=O)(=O)c1ccccc1)CCC2 the results were Mcl-1 Bim block 0, RGS8-Gao 99, Bim-Bcl-XL -2, Bim-Bfl-1 -7, Mcl1 Noxa PPI -2, Bcl-2 Bim block -6, Bim-Bcl-B -6, Bcl-W Bim block -1, RGS7-Gao 101, RGS4-Gao reg 102 and Mcl1 Bid PPI -13.
